# High-throughput results from PubChem.
# IMP-1 inhibitor: inhibitors of Pseudomonas aeruginosa IMP-1 metallo-beta-lactamase; purified IMP-1, nitrocefin hydrolysis, epi-absorbance fluorescence; inhibition, % at 5.6 µM; 290,000 tested, 0.45% active; AID 1556;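 active means inhibition above the mean plus 3 SD of all compounds in the same screening run, cut at about 4.5% in these data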;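 further: 0% = IMP-1 with DMSO and 100% = DMSO wells lacking enzyme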
#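 System: purified IMP-1 / Input: IMP-1 dispensed at 0.2 nM / Medium: 50 mM HEPES pH 7.1, 50 µM ZnSO4, 0.05% Brij 35 / Timing: 15 min enzyme–compound preincubation, then 25 min nitrocefin reaction, 25 °C / Technique: plate fluorescence quenching by hydrolysis product, ex 480/em 530 nm / Repeats: singlicate testing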
# V1aR counter: activates human V1a receptor in oxytocin agonist counter-screen; activation, % at 3 µM; CHO-V1R cells, Fluo-8 calcium fluorescence, agonist mode; 0% DMSO, 100% 3 nM vasopressin; 320,000 tested, 0.25% active; AID 2797; P37288;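 active means activation above the mean activation of all tested compounds plus 3 SD, per screening run, cut at about 20% in these data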;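 further: signal is peak over basal fluorescence ratio across a 100 second FLIPR read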
# GalR3 antag: blocks the human galanin receptor 3 | inhibition, % at 3 µM | AID 651719 | 360,000 tested, 0.44% active | O60755 | HEK293 GalR3-CNG cAMP membrane potential fluorescence; galR3 body fused to GalR1 C-terminus;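 active means inhibition above the screen-wide average plus 3 SD, cut at about 13% in these data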;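 further: forskolin and galanin both at EC90 stimulate the cells; cAMP rise reported by CNG channel membrane potential dye signal; 0% = forskolin plus galanin with DMSO and 100% = forskolin alone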
# DNA FID counter: counter-screen for HCV NS3 helicase inhibitors: DNA intercalator displacement. DNA fluorescent intercalator displacement, fluorescence. 290,000 tested, 0.17% active. inhibition, % at 7.9 µM. AID 1845; in the data active means inhibition above about 37%;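 further: 0% = vehicle and 100% = reference compound; higher means more ethidium bromide displaced from hairpin DNA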
# OXTR agonist: activates the human oxytocin receptor | P30559 | CHO-OTR cells, Fluo-8 calcium fluorescence; normalized: DMSO 0%, oxytocin 100% | activation, % at 3 µM | 320,000 tested, 0.32% active;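 active means activation above the mean of all tested compounds plus 3 SD, cutoff set per screening run, cut at about 20% in these data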;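 further: peak over basal fluorescence ratio from a 100 s FLIPR kinetic read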
# Target sequence (P30559 whole entry, looked up): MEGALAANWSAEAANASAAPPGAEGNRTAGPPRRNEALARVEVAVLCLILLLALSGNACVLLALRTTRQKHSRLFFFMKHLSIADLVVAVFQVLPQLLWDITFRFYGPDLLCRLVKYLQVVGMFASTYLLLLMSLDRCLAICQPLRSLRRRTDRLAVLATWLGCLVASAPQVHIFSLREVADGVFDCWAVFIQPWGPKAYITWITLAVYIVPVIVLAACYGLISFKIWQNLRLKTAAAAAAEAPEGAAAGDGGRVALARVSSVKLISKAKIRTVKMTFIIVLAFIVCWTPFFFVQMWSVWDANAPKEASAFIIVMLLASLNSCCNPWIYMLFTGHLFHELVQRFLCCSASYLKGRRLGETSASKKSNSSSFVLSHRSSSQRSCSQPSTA
# PHOSPHO1 block: inhibitors of human PHOSPHO1 phosphatase | inhibition, % at 13.3 µM | AID 1565 | 290,000 tested, 1.1% active | Q8TCT1 | recombinant PHOSPHO1, absorbance phosphatase assay; in the data active means inhibition above about 60%
# Target sequence (Q8TCT1 whole entry, looked up): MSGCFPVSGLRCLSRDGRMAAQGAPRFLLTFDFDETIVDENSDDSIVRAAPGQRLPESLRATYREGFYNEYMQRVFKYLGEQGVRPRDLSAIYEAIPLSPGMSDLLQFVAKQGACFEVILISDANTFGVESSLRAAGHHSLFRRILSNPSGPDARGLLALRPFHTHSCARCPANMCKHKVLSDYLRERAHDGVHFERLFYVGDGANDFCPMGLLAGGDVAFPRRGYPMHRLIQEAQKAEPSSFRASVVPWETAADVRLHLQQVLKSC
# GPR7 antag: antagonists of human GPR7 (neuropeptides B/W receptor 1) | P48145 | GPR7-expressing cells, fluorescence antagonist assay | inhibition, % at 4.4 µM | 290,000 tested, 1.1% active; in the data active means inhibition above about 16%, passing the limit was not always enough;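 further: cells stimulated with the agonist NPW; 0% = agonist with vehicle and 100% = vehicle without agonist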
# Target sequence (P48145 whole entry, looked up): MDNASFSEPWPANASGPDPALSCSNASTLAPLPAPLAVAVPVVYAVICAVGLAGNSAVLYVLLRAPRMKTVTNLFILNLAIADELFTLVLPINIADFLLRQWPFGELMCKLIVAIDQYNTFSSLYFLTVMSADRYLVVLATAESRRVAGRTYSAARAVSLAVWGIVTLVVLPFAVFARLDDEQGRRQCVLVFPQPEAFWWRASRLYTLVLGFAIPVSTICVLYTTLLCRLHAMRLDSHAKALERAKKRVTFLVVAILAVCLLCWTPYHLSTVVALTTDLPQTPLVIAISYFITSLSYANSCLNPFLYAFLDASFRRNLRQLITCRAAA
# VIM-2 inh: blocks Pseudomonas aeruginosa VIM-2 metallo-beta-lactamase; purified VIM-2, nitrocefin hydrolysis, epi-absorbance fluorescence; inhibition, % at 5.6 µM; 290,000 tested, 0.89% active;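 active means inhibition above the mean of all tested compounds plus 3 SD, cutoff set per screening run, cut at about 7.5% in these data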;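 further: red hydrolysis product quenches plate fluorescence so inhibitors raise well fluorescence; 0% = enzyme with DMSO and 100% = DMSO without enzyme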
# NS3 helicase inh: blocks Hepatitis C virus NS3 helicase unwinding. NS3 helicase DNA unwinding, Cy5 molecular beacon fluorescence. 290,000 tested, 0.56% active. inhibition, % at 10.9 µM;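 active means inhibition above the mean of all tested compounds plus 3 SD, set per campaign, cut at about 35% in these data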;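 further: 0% = DMSO wells and 100% = thioflavine S control wells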
#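 Test system: hepatitis C virus NS3 helicase domain fragment enzyme. Also added: annealed dual-labelled DNA beacon duplex, ATP-started. Timing: 60 min unwinding reaction at 25 °C after ATP addition. Technique: Cy5 fluorescence. Measure: % inhibition of unwinding.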
# Active calls of the source: *; x = no result given.
SMILES,IMP-1 inhibitor,V1aR counter,GalR3 antag,DNA FID counter,OXTR agonist,PHOSPHO1 block,GPR7 antag,VIM-2 inh,NS3 helicase inh
COc1ccc(CCN2CC(C(=O)NC3CCOCC3)CCC2=O)cc1 (stereo unspecified),-2.8,0.6,-9,-6,0.2,4,-14,-2.0,2
CCc1cc(C(=O)OC)c(NC(=O)CC2SC(N)=NC2=O)s1 (stereo unspecified),-3.5,0.4,-2,-19,-1.0,33,-1,0.0,6
COc1ccc2ccccc2c1C1CC(=O)N2CN(C)CSC2=C1C#N (stereo unspecified),-1.0,0.1,-3,-40,0.1,54,-1,-0.1,8
Cc1cccc2c1CC(C)(C)N=C2C1=C(O)CCCC1=O,0.1,0.1,0,-2,2.0,4,-3,-1.2,-4
C=CCn1c(SC2CCOC2=O)nc2sc(C)c(C)c2c1=O (stereo unspecified),-2.6,-0.7,35*,-20,-1.3,8,-12,0.2,2
Nc1nc2n(n1)C(c1cccc(Cl)c1)CC(c1ccc(F)cc1)N2 (stereo unspecified),-0.6,4.4,2,-18,2.9,3,19*,0.1,-3
Cc1cc(NC(=O)Nc2ccccc2F)ccc1Br,-3.2,3.1,0,6,3.6,28,2,-1.8,12
O=C(O)C1CCC(N2C(=O)C3CCCCC3C2=O)CC1 (stereo unspecified),-0.4,0.1,-5,-3,-0.1,0,3,-6.6,4
COc1ccc(NS(=O)(=O)c2cc([N+](=O)[O-])ccc2N/N=C\c2c(C)[nH]c3ccccc23)cc1,-6.2,7.3,-3,2,10,-7,-7,-2.5,1
CCCCNC(=O)N1CCN(S(C)(=O)=O)CC1,-4.0,1.8,-2,-4,0.3,8,-17,-1.3,7
COc1ccc(-c2cc(C(=O)O)c3ccccc3n2)c(OC)c1,-1.5,0.5,4,1,-0.1,6,3,-1.4,1
Cc1[nH]c2ccc(C(=O)NCC(C)(C)N3CCOCC3)cc2c1C,-1.8,0.8,0,1,0.8,17,-1,-1.5,-12
CCOC(=O)c1[nH]nc(N)c1NC(=O)c1ccc(Cl)cc1Cl,-4.3,-0.6,-5,-8,-1.5,1,-10,-2.5,7
O=C(COC(=O)c1cc(S(=O)(=O)N2CCCCC2)ccc1N1CCOCC1)NC1CCCCC1,-5.3,-0.9,7,-32,-2.7,-5,-2,-1.0,2
COc1ccc(-n2c(=S)[nH]c3cc(C(=O)NCCCN4CCCC4=O)ccc3c2=O)cc1OC,-1.2,1.3,-2,-8,0.9,12,-17,-3.5,7
COc1ccc(/C=C/c2c(-c3cccc(C)c3)oc3ccc(-c4ccc5c(c4)OCO5)cc23)cc1,-0.8,0.6,9,-4,0.6,-47,-5,-1.5,2
CCCC1CCC(=NNC(=O)OC(C)(C)C)CC1 (stereo unspecified),0.7,-0.6,-2,-1,-0.5,-3,-1,-3.5,4
CCS(=O)(=O)C1=NSC2=NC(=O)/C(=C\c3cc(C)n(-c4cccc(OC)c4)c3C)C(=N)N21,-3.6,-0.5,-2,-16,-0.4,-1,-15,-2.5,24
COc1ccc(C2/C(=C(/O)c3ccc(Br)cc3)C(=O)C(=O)N2C)cc1OC (stereo unspecified),0.6,0.8,-4,-15,1.7,35,-13,0.9,-2
CCc1ccc(NC(=O)C(=O)N/N=C(\C)CC(=O)Nc2ccc(OC)cc2)cc1,-1.5,0.9,-4,-14,0.6,-3,-16,-3.2,10
COc1ccc(CCC(C)NCC2CCCCC2)cc1 (stereo unspecified),-2.2,1.6,-6,15,-0.3,6,3,-1.8,-4
Cc1ccccc1-c1nnc(-c2ccccc2)o1,-3.0,-1.1,-3,-4,-2.6,19,4,0.1,-2
CCC1Oc2ccccc2N(CC(=O)NCCCN2CCCCC2CC)C1=O (stereo unspecified),-0.4,2.3,-1,7,1.3,9,9,-1.0,-6
CC(=O)N(C(C)=O)c1ncc2c([nH]c3ccccc32)c1C#N,0.1,0.1,-3,1,0.2,52,-2,-0.2,-4
CCCCC(O)(CCN1CCOCC1)c1ccc(Cl)cc1 (stereo unspecified),-1.3,-1.1,x,49*,-0.4,-22,-3,-3.3,6
COc1ccccc1C(=O)NNC(=O)c1sccc1-n1cccc1,-4.2,-0.9,-6,-7,-0.6,38,0,-0.4,-1
O=C(NCCc1ccccc1)C(c1cccs1)N(C(=O)c1csnn1)C1CC1 (stereo unspecified),-2.5,-0.1,-5,-15,-1.0,-8,0,-3.9,4
COc1ccc(-c2nnn(CC(=O)N(CCCN3CCOCC3)C(C(=O)NC3CCCC3)c3ccc(C)o3)n2)cc1 (stereo unspecified),-1.4,0.5,-5,10,-1.5,45,-2,0.4,-11
COCCn1c(SCC(=O)Nc2ccc3[nH]c(=O)[nH]c3c2)nc2ccccc2c1=O,-1.6,-1.1,-3,-13,0.3,-21,-9,0.9,-6
O=C(COC(=O)c1ccc2ncsc2c1)Nc1ncc(Cl)cc1Cl,-3.5,0.0,2,-4,-0.5,-9,-3,-1.0,2
CSc1nc2c(c(=O)n1-c1ccc(F)cc1)SCC2,-0.1,-1.5,-11,-5,-2.1,-6,-8,-0.4,3
COc1ccc(OCc2cc(C(=O)N3CCCC(O)C3)no2)c2ccccc12 (stereo unspecified),-0.3,1.5,-1,-32,1.3,31,-4,-1.6,0
COc1ccc(-c2nc(/C=C3\C(C)=Nc4ccccc43)c(O)o2)cc1,-3.3,3.0,-4,-3,4.5,-14,-3,-2.4,7
COc1ccc(C2CC(c3cccs3)Nc3nnnn32)cc1 (stereo unspecified),-4.2,1.4,3,-16,0.2,-13,-11,-5.8,1
CC(=O)N1c2ccc(S(=O)(=O)N(C)CC(=O)NC3CCCC3)cc2CC1C (stereo unspecified),-1.4,2.3,1,-23,1.6,32,-1,-4.0,1
O=C(O)/C=C/C(=O)NCCc1ccc(Cl)cc1,-3.2,1.5,-3,0,2.0,6,-11,-2.2,-12
CC1CCN(S(=O)(=O)c2cccc(C(=O)N(C)C3CCS(=O)(=O)C3)c2)CC1 (stereo unspecified),-2.1,0.0,0,-4,-1.1,7,-15,-1.8,-3
CCc1ccc(-c2cc(C)no2)cc1S(=O)(=O)NCCc1ccccc1,-1.3,0.4,-7,-36,-1.9,18,7,-1.1,-9
Cc1cccc(/C=C/c2nc3ccccc3c(=O)[nH]2)c1,-2.9,1.4,-8,-3,0.1,29,0,-4.0,10
COc1ccc(CC2C(=O)OC(C)(C)OC2=O)c(Cl)c1OC,1.5,0.4,-9,-4,-0.1,24,-15,-1.5,-3
CCC(=O)NCCc1nc2cc(NC(=O)Nc3ccccc3)ccc2n1C,-3.7,0.1,-9,-2,-0.5,5,-9,0.0,-6
Cc1ccc(NC(=O)COC(=O)c2ccc3c(c2)NC(=O)C2CCCN32)cc1C (stereo unspecified),-4.8,x,2,-16,x,33,6,-2.3,-5
O=C(COC(=O)[C@@H]1CCCN1S(=O)(=O)c1ccccc1F)c1ccccc1,-5.2,0.7,3,-23,-0.6,5,-1,-1.2,-8
COc1ccc(C)cc1NC(=O)CSc1ccc(-c2ccco2)nn1,-2.8,2.4,-6,-37,-1.2,27,14,-1.6,30
COC(=O)C[N+](C)(C)C/C=C\c1ccccc1,-2.4,-0.7,-6,0,-0.6,50,-19,-2.9,0
O=C(Nc1cccc(O)c1)c1noc2c1CCCCC2,-1.6,0.3,0,-5,1.6,8,-10,-0.7,-6
COc1ccc(C2C(C#N)=C(N)Oc3cc(C)n(Cc4ccncc4)c(=O)c32)cc1 (stereo unspecified),-1.4,0.8,-2,-3,-0.6,22,-13,-1.9,0
C=CC[N+](C)(C)CCN1C(=O)C2C(c3ccccc3)C=CC(c3ccccc3)C2C1=O (stereo unspecified),2.6,-0.3,0,24,-1.6,17,1,2.4,-10
COC(=O)c1cc(NC2c3ncccc3C(=O)N2Cc2ccccc2)cc(C(=O)OC)c1 (stereo unspecified),-4.2,-0.5,-8,-3,0.2,2,-12,-3.3,3
O=C(COc1ccc([N+](=O)[O-])cc1)N(Cc1ccccc1)Cc1ccccc1,-3.6,1.1,-2,-11,-0.4,0,31*,-3.0,-7
O=C(/C=C/c1cccc([N+](=O)[O-])c1)NCCSc1ccccc1,-0.4,4.9,-4,-4,1.2,0,0,0.9,-9
CCOc1ccc(NC(=O)N2CCC(C(=O)c3ccc(F)cc3)CC2)cc1,-5.5,1.9,-4,-25,0.2,0,2,-2.1,12
O=Cc1cn(CC(=O)N2CCOCC2)c2ccccc12,-2.6,2.3,-1,-2,2.0,-8,0,-3.3,3
Cc1[nH]c2ccc(C(=O)OCCN(C)C)cc2c1C,-2.0,1.5,1,4,1.8,56,-11,-0.7,2
N=c1sccn1CC(=O)NCCc1ccc(Cl)cc1,-3.9,0.8,0,8,0.3,22,17,-3.0,0
CCCCn1c(CCC(=O)O)nc2c1c(=O)[nH]c(=O)n2CCC,-2.5,1.0,-4,-2,0.6,-4,-3,-2.5,-2
OCCC1CN(Cc2c(O)ccc3ccccc23)CCN1CCc1ccccc1 (stereo unspecified),-0.8,-1.1,-7,6,1.8,-82,2,-0.1,-7
CCOC(=O)C(=O)N/N=C/c1cccc(Br)c1,-3.7,-2.1,-4,-2,1.1,8,-11,-4.8,-12
COc1ccccc1CNC(=S)Nc1cc(C)ccc1C,-1.2,-0.7,-9,-16,-3.2,48,-4,0.4,-4
C=CCNC(=O)c1onc(CSc2ccncc2)c1C(=O)NCC=C,x,0.1,-3,x,-0.7,26,x,x,x

# Single records, as listed above. Order of screens: IMP-1 inhibitor, V1aR counter, GalR3 antag, DNA FID counter, OXTR agonist, PHOSPHO1 block, GPR7 antag, VIM-2 inh, NS3 helicase inh
# `C=CC[N+](C)(C)CCN1C(=O)C2C(c3ccccc3)C=CC(c3ccccc3)C2C1=O` (stereo unspecified) is entered as 2.6, -0.3, 0, 24, -1.6, 17, 1, 2.4, -10
# `O=C(COc1ccc([N+](=O)[O-])cc1)N(Cc1ccccc1)Cc1ccccc1` is entered as -3.6, 1.1, -2, -11, -0.4, 0, 31*, -3.0, -7

# The list goes on:
SMILES,IMP-1 inhibitor,V1aR counter,GalR3 antag,DNA FID counter,OXTR agonist,PHOSPHO1 block,GPR7 antag,VIM-2 inh,NS3 helicase inh
CN(C1CCS(=O)(=O)C1)S(=O)C12CC3CC(CC(C3)C1)C2 (stereo unspecified),0.2,1.4,-6,-5,0.3,21,-11,-0.3,-6
Cc1ccccc1C(=O)NN1CCOCC1,-3.6,0.5,-10,1,-0.4,7,-9,-1.5,-6
COc1ccc(Nc2cc(C(=O)NCc3ccco3)c3ccccc3n2)c(OC)c1,-2.4,-0.3,-8,0,-0.7,6,2,-2.3,-2
Cc1ccc(-n2nc(CC#N)c(C#N)c2N)cc1Cl,-2.4,1.0,-1,-2,-0.5,-7,3,-2.1,1
CN(C)C(=S)NC(=O)C12CC3(C)CC(C)(CC(C)(C3)C1)C2,-3.1,0.5,-1,-5,-0.9,-82,-9,-4.7,0
Cc1cc(C)c(S(=O)(=O)c2ccccc2C)c(OCCN(C)C)n1,-1.5,1.0,-10,3,-0.1,10,-2,-1.2,-10
O=C(Nc1ccc(Cl)cc1C(F)(F)F)c1ccc(Cl)cc1,-0.5,-1.6,-1,-1,-3.2,5,1,-2.5,1
CCCCn1cnc2c1c(=O)n(CC(=O)c1cc(C)n(C)c1C)c(=O)n2CC(C)C,-2.1,-0.4,-1,-35,-1.4,-21,-16,-2.0,-3
